Screening data as filed in PubChem.
EWS-Fli block: EWS/Fli-driven NR0B1 reporter inhibitors, primary screen, A673 cells, NR0B1 luciferase, luminescence, MLPCN library. AID 651661, 2012. inhibition, % at 12.6 µM. viability-normalised. actives 0.67% (n = 350,000);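 active = mean inhibition of at least 50% after viability correction, with every replicate also passing that limit; inconclusive = mean reaches 50% but only one of two replicates passes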;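 note: firefly luciferase signal divided by Alamar Blue viability fluorescence both relative to DMSO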
Cneo AK release: Cryptococcus neoformans cell lysis inducers, primary screen, AK release luminescence, single concentration | C. neoformans lysis, adenylate kinase release luminescence, 4 h; normalised: neutral wells 0, clomiphene wells 100 | actives 0.2% (n = 360,000) | lysis activity, % at 15 µM;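 active = mean lysis activity across replicates of at least 80%, whatever share of replicates individually reach that level; inactive = mean lysis activity below 80%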
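Signal: Adenylate kinase release luminescence | Assay system: Log-phase Cryptococcus neoformans yeast cells | Input: Cells at 5 × 10^6 per mL | Buffer or medium: Fresh YPD growth medium | Compound: Single dose | Schedule: Static 4 h at 37 °C with compound, 1 h detection | Controls: Clomiphene | Read-out: Luminescence rise reflecting yeast cell lysis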
FN deposit inh: inhibitors of fibronectin matrix deposition, primary screen, AH1F cells, Alexa488-fibronectin fluorescence, plate reader. AH1F fibroblasts, overnight. inhibition, % at 12.6 µM. actives 0.086% (n = 350,000);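 active = mean inhibition across replicates of 30% or more, regardless of how many single replicates reach that level; inconclusive = mean under 30% yet at least half of replicates reach 30%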;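 note: positive control wells lacked labelled fibronectin entirely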
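Assay system: AH1F fibroblast monolayer, labelled fibronectin deposition. Amount: 10000 cells per well. Also added: labelled fibronectin 24 nM. Compound: single-point pinned compound. Incubation: cell attachment 1 h, compound and FN exposure overnight. Detection: fluorescence after three HBSS washes, excitation 485 nm, emission 525 nm. Read-out: inhibition of fibronectin deposition signal.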
PGC1a acetyl inh: inhibitors of PGC1a acetylation signal, primary screen, cell-based, U2OS, AlphaScreen, inhibitor mode; AlphaScreen anti-acetyl-lysine; with virally co-expressed GCN5 acetyltransferase; inhibition, % at 15.6 µM; actives 0.17% (n = 350,000); AID 651687, 2012;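 active = every replicate shows inhibition of at least 40%; inconclusive = mean inhibition at least 40% but some replicate below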;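 note: 0% = neutral control wells and 100% = positive control wells; some results beyond the cut were filed as inactive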
LGR2 inh: inhibitors of bursicon-induced LGR2 CRE-luciferase signal, primary screen, cell-based, HEK293, CRE-luciferase reporter, bursicon stimulation | Drosophila bursicon receptor LGR2 (rickets) | bursicon-stimulated, 4 h | inhibition, % at 9.99 µM | actives 0.35% (n = 380,000) | AID 720647, 2013;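 active = drop in luminescence signal, shown as inhibition above about 50% in the replicate tests, limit read from the data, passing the limit was not always enough; inconclusive = probably only some replicates passing the limit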;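 note: agonist challenge used bursicon conditioned medium at about half maximal strength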
PAX8 reporter: inhibitors of PAX8-driven TPO luciferase reporter, primary screen, RMG-I cells, single concentration; SteadyGlo, 24 h; inhibition, % at 12.6 µM; actives 1.2% (n = 360,000); AID 652154, 2013;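 active = mean replicate inhibition at least 60% with every replicate also reaching 60%; inconclusive = only one of the two criteria is met; inactive = mean below 60% and not all replicates reaching 60%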;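 note: luciferase light reporting Pax8 driven TPO promoter activity; plate controls were median of neutral control wells for no effect and mitoxantrone controls for full effect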
miR-122 sensor: miR-122 Renilla sensor signal increase in Huh7, primary screen, miR-122 inhibitor project, cell-based, single point, plate reader; Huh7 miR-122 Renilla luciferase sensor, 48 h; neutral wells = 0, positive control = 100; activation (reporter increase), % at 12.5 µM; actives 0.3% (n = 340,000); AID 602342, 2012;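 active = mean replicate activation score at least 90 and every replicate individually at or above 90; inconclusive = only one of the two criteria met; inactive = neither criterion met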;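 note: higher luciferase means less miR-122 activity so hits act as miR-122 inhibitors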
Casp6 inh: human caspase-6 inhibitors, primary screen, biochemical, VEID-R110 fluorescence, single point, set 2. P55212. purified caspase-6, Z-VEID-R110 cleavage fluorescence. inhibition, % at 12.5 µM. actives 0.53% (n = 350,000). AID 686996, 2013;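 active = mean inhibition across replicates at least about 35%, with every replicate also reaching that limit, limit read from the data; inconclusive = only one of the two criteria met; inactive = neither criterion met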;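 note: 0% = median of neutral control wells and 100% = no fluorescence left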
Target sequence (P55212 24-179 limits assumed): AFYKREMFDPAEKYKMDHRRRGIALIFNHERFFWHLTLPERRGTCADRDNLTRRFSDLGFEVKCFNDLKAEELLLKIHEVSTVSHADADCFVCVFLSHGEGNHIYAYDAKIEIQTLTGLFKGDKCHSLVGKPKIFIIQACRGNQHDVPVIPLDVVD
Target sequence (P55212 194-293 limits assumed): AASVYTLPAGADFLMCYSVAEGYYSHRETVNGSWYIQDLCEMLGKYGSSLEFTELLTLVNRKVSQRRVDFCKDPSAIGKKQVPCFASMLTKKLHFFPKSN
Numbers without * were called inactive; ? = inconclusive; . = no result given; & = joins results of further samples; [ ] = another dose, or the depositor's remark.

SMILES	EWS-Fli block	Cneo AK release	FN deposit inh	PGC1a acetyl inh	LGR2 inh	PAX8 reporter	miR-122 sensor	Casp6 inh
COc1ccccc1N(CC(O)COc1ccc(C)cc1)S(=O)(=O)c1ccccc1 (centres undefined)	4	.	.	.	-1	0	.	2
O=C(NCCCN1CCOCC1)c1ccc(Cl)c(S(=O)(=O)N2CCCCCC2)c1	.	2	2	-13	.	7	7	.
O=C(O)CCCCCn1c(SCC(=O)N2CCCC2)nc2ccsc2c1=O	.	1	-1	8	7	.	.	.
COCCn1c(SCc2nc3ccccc3c(=O)[nH]2)nc2ccccc2c1=O	-2	5	-1	6	-9	10	-8	-2
CC1=CC(C)(C)Nc2ccc(OS(=O)(=O)c3ccc(C)cc3)cc21	.	5	-3	2	8	.	-5	.
COC(=O)c1ccc(C)c(NS(=O)(=O)c2ccc(OC)cc2)c1	42	1	.	2	6	.	37	0
Cc1ccc(C2Oc3ccccc3C3=C2C(c2cccs2)n2ncnc2N3)cc1 (centres undefined)	.	0	-11	3	.	.	-3	.
CCCC(c1nnnn1CCC(C)C)N1CCC(C(N)=O)CC1 (centres undefined)	.	0	4	-5	.	15	-1	.
O=C(Nc1ccc(Cl)c(Cl)c1)Oc1ccc(NC(=O)c2ccco2)cc1	.	-4	2	-8	.	-27	-5	.
CCOC(=O)c1nc(Nc2ccc(N3CCC(C)CC3)cc2)c2ccccc2n1	-2	-4	-11	-36	.	-1	-3	0
O=C(CNC(=O)c1ccccc1Cl)NCCc1cccs1	3	0	-9	5	8	11	-4	-3
COCCCNC(=O)C1CCC(=O)N(c2ccc3c(c2)OCO3)C1c1ccc(OC)cc1 (centres undefined)	3	1	-6	7	-8	-1	-5	-5
CC1(c2ccc([N+](=O)[O-])cc2)Nc2ccccc2S1 (centres undefined)	-70	-1	-12	-19	-75	-38	1	3
Cc1ccc(S(=O)(=O)n2c3ccc(Cl)cc3c3nc(C)sc32)cc1	0	.	-2	4	-15	6	36	-3
CN(c1ccc(NC(=O)Cc2cn(C)c3ccccc23)cc1)c1ccccn1	-9	.	1	.	18	4	.	4
CCN(CC)c1ccc(N2C(=O)/C(=C/c3cccnc3)SC2=S)cc1	.	0	11	1	.	0	-2	.
CN(C)CC(=O)N1[C@H](C(=O)NC2CCCC2)[C@@H](CO)[C@@H]2Cn3c(ccc(-c4ccc(F)cc4)c3=O)[C@@H]21	-5	0	.	.	16	0	7[16.7 µM]	-10
Cc1nnc(NC(=O)CSc2n[nH]c(-c3ccccc3)n2)s1	-6	.	9	.	-20	-1	.	20
C[C@H](CO)N1C[C@H](C)[C@@H](CN(C)C(=O)NC2CCCCC2)Oc2ccc(NC(=O)Cc3ccccc3)cc2C1=O	-3&5	-2&-2	-5&5	0&4	5&7	-12&17	2[16.7 µM]	3&-1
CSc1nc(-c2ccccc2)c(C#N)c(=O)[nH]1	6	8	11	1	11	-19	-2	-2
COc1ccc(S(=O)(=O)Nc2ccc3c(c2)C(=O)N([C@H](C)CO)C[C@@H](C)[C@H](CN(C)C(=O)NC(C)C)O3)cc1	4	.	.	-4	-24	.	0[16.7 µM]	.
CCOc1ccc(Br)cc1C1=CC(=O)C[C@H](c2ccc(OC)cc2)C1	57*	-1	10	.	24	31	.	.
Cc1cc(C(=O)NC(C)CCC(C)C)c2ccccc2n1 (centres undefined)	-2	.	.	.	5	-14	.	2
C[C@H]1CN([C@@H](C)CO)C(=O)c2ccccc2-c2ccccc2CO[C@H]1CN(C)Cc1ccc(C(F)(F)F)cc1	11	.	-15	.	3	45	.	1
CCOC(=O)C1(Cc2cccc(F)c2)CCN(CC2CC2)CC1	4	1	.	-4	-16	-10	4	2
CCN(C(=O)COC(=O)c1cccs1)c1c(N)n(Cc2ccccc2)c(=O)[nH]c1=O	0	-1	0	.	-10	-16	-2	1
CC(O)C1CCC2C3CCC4CC(O)CCC4(C)C3C(=O)CC12C (centres undefined)	-7	-3	.	-3	.	.	-4	0
CSC1=NNC(c2ccc(C(C)(C)C)cc2)=NN1	-66	-3	4	.	-21	-87	-1	-3
Cn1ccc(NC(=O)Nc2cccc(C(F)(F)F)c2)n1	-18	-3	.	-6	6	-27	0	-2
COc1ccccc1-c1cccc([C@@H]2C[C@H]3[C@H](CON3C)CN2S(=O)(=O)c2ccccc2C)c1	-1	2	0	6	-32	6	-2	1
CC(C)C#Cc1ccc2c(c1)O[C@H](CN(C)S(C)(=O)=O)[C@H](C)CN([C@@H](C)CO)S2(=O)=O	3	-2	4	-5	5	.	2[16.7 µM]	2
COc1cc(-c2nc3ccc(C)cn3c2Nc2ccc3c(c2)OCCO3)ccc1O	-7	-3	5	.	.	-9	87	1
Cc1cc(Br)ccc1NC(=O)CNC(=O)CNc1cccc([N+](=O)[O-])c1	3	-1	7	-1	-2	5	1	-2
OCC1CCCN(Cc2cn(Cc3ccccc3)nc2-c2cc3ccccc3o2)C1 (centres undefined)	4	.	-2	.	8	-1	.	-6
COC(=O)Cc1ccc(NC(=O)c2cccs2)cc1	.	0	-1	7	.	-127	5	.
COc1ccccc1C(=O)Nc1ccc(S(=O)(=O)Nc2onc(C)c2C)cc1	6	.	17	.	13	8	.	1
COCCn1c(COc2cccc(OC)c2)nnc1SCC(=O)NC1CCCCC1	3	0	10	.	-20	7	-1	2
O=C(NC1CCCCC1)N1CC2(C1)[C@H](c1ccccc1)[C@H](CO)N2CC1CCOCC1	-1	.	1	-5	-22	.	.	2
COC(=O)c1ccc(S(=O)(=O)N2CCN(CCO)CC2)n1C	-5	1	-4	1	-5	3	-2	-1
COc1ccc(CC(=O)NC(=S)Nc2cccc(CO)c2)cc1	11	1	-1	2	-6	0	-4	-3
Cc1ccc[n+](-c2nc([O-])sc2C=O)c1	-92	.	23	12	-21	-6	.	35
CC(=O)Nc1c2c(nn1-c1ccc(C)cc1)CS(=O)(=O)C2	0	-1	-2	1	1	-13	-10	3
CC(C)(C)OC(=O)[C@H](Cc1ccccc1)NC(=O)c1ncn2c1c(=O)[nH]c1ccc(Br)cc12	22	-1	1	-22	13	-16	2	2
Cc1nc(Nc2ccc3c(c2)OCCO3)c2c(C)c(C)sc2n1	-24	.	-3	.	-16	26	.	2
Cc1ccc(C(=O)c2oc3ccc(Cl)cc3c2NC(=O)CN2CCN(C)CC2)cc1	17	3	-1	-7	-22	20	-2	-15
C/C(CC(=O)Nc1ccccn1)=N\NC(=O)c1cccc(C)c1	-6	.	3	-5	-17	-2	.	5
CCc1ccc(NC(=S)N2CCN(C)CC2)cc1	.	-1	0	-2	-7	-29	-7	-1
NS(=O)(=O)c1ccc(CCNC(=O)COC(=O)CCN2C(=O)C3CC=CCC3C2=O)cc1 (centres undefined)	-4	-1	-4	3	-4	0	2	-3
O=C(NCCCN1CCOCC1)c1cc(S(=O)(=O)N2CCOCC2)ccc1Cl	-1	2	2	-8	4	3	-6	-2
O=S1(=O)c2ccccc2C(CCO)N1Cc1ccccc1 (centres undefined)	-4	0	3	6	14	14	1	0
COc1ccc(N2C(=O)CSC2c2ccc(F)cc2)cc1 (centres undefined)	-8	4	1	-2	-14	6	3	1
COc1ccc(S(=O)(=O)N[C@H]2CC[C@H](CCNC(=O)Cc3ccccn3)O[C@@H]2CO)cc1	-8	-4	-4	10	-3	13	4[16.7 µM]	-3
Cc1nn(-c2ccc(F)cc2)c2sc(C(=O)N3CCCCCC3)cc12	.	-2	.	-1	-55	.	-5	.
COc1ccc(C(=O)NCC(C)(C)N2CCOCC2)cc1S(=O)(=O)NCc1ccc(Cl)cc1	-6	-1	-3	6	-9	-9	15	-1
COC(=O)c1c(NC(=O)c2ccco2)sc2c1CCC2	.	1	.	-14	-27	.	14	.
Cn1c(NCc2cccnc2)nc2c1c(=O)n(Cc1ccccc1F)c(=O)n2C	.	-1	.	.	-3	.	2	-4
O=C(Cn1c(=O)oc2cc(S(=O)(=O)N3CCCC3)ccc21)N1CCN(C2CCCCC2)CC1	-4	1	1	7	0	17	7	-1
COCCn1cnc2c1c(=O)n(CC(=O)NN)c(=O)n2Cc1ccccc1	-14	2	-4	.	-5	11	.	-1
CC(C)(C)n1cnnc1Sc1ncccc1[N+](=O)[O-]	-7	.	-2	3	-5	6	.	2
C=CCNC(=O)c1ccc(CN2CCC(Cc3ccccc3)CC2)cc1	-8	3	2	?	.	20	3	-4

In the list so far, these contain a nitro group on carbon:
SMILES	EWS-Fli block	Cneo AK release	FN deposit inh	PGC1a acetyl inh	LGR2 inh	PAX8 reporter	miR-122 sensor	Casp6 inh
CC1(c2ccc([N+](=O)[O-])cc2)Nc2ccccc2S1 (centres undefined)	-70	-1	-12	-19	-75	-38	1	3
Cc1cc(Br)ccc1NC(=O)CNC(=O)CNc1cccc([N+](=O)[O-])c1	3	-1	7	-1	-2	5	1	-2
CC(C)(C)n1cnnc1Sc1ncccc1[N+](=O)[O-]	-7	.	-2	3	-5	6	.	2

The list continues:
SMILES	EWS-Fli block	Cneo AK release	FN deposit inh	PGC1a acetyl inh	LGR2 inh	PAX8 reporter	miR-122 sensor	Casp6 inh
COc1ccc(Cc2nc3ccc(C(=O)N4CCOCC4)cc3o2)cc1	.	-4	.	.	-47	-184	1	6
CCOc1ccc(-c2csc(NC(=O)c3cccc(N4C(=O)CCC4=O)c3)n2)cc1	-4	2	-3	-2	10	5	-13	-2
CCOC(=O)N1CCN(C(=S)Nc2cccc(C)c2C)CC1	.	2	0	-6	5	3	-2	.
CCOC(=O)c1cc(NC(=O)CSc2nnc(CN3CCOCC3)n2C)ccc1Cl	.	12	7	-5	.	.	-4	.
CCN(C(=O)COC(=O)/C=C/c1ccc(Cl)c(Cl)c1)c1c(N)n(Cc2ccccc2)c(=O)[nH]c1=O	-2	0	3	3	-12	-1	-4	1
COc1cc(CCC(=O)Nc2nnc(C)s2)cc(OC)c1OC	51*	-3	13	.	2	29	.	0
CCN(CCNC(=O)C1CCN(S(=O)(=O)c2cccc3cccnc23)CC1)c1ccccc1	5	-5	-10	6	-15	14	2	1
CC(C)(C)NC(=O)CN(Cc1cccs1)C(=O)CNS(=O)(=O)c1ccc(F)cc1	13	.	-2	.	2	18	2	0
O=C(C[C@@H]1CC[C@@H]2[C@H](COC[C@@H](O)CN2C(=O)c2ccncc2)O1)Nc1ccc(-c2ccccc2)cc1	-10	6	16	4	9	21	1[16.7 µM]	1
CCCCc1nc(Cl)c(C#N)c2c1CSC(C)(C)C2	8	.	-2	.	-18	5	.	-2
C[C@H]1CN([C@@H](C)CO)C(=O)c2cc(C#Cc3cccnc3)cnc2O[C@H]1CN(C)Cc1ccccc1	-1	37	.	2	-13	.	-4[16.7 µM]	-2
O=C(CN1C(=O)NC(c2ccccc2)(c2ccccc2)C1=O)NCCc1ccc(F)cc1	-5	.	3	11	13	12	4	-1
